From PubChem
Integrin act MD: qHTS for Activators of Integrin-Mediated Alleviation for Muscular Dystrophy; 0.064% of 350,000 active; alpha7betagal myoblasts, beta-gal FDG fluorescence, 48 h; Potency, µM (series often up to 38.3 µM), without a hit: at the top dose activation, hits mostly activators;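 also: potency is read from the fitted curve at half-maximal effect; 100% = response of the positive control SU9516; nearly all actives have a fitted effect of over 60% in size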
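Alpha7betagal+/- myoblasts (passage 13) were plated 16-24 hr, then exposed to compounds (1:260 dilution of DMSO stock) for 48 hours at 37C. After MPER lysis, β-galactosidase reporter activity was read as FDG fluorescence (ex 480/em 540) after 30 minutes.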
TSHR antag: Antagonists of the Thyroid Stimulating Hormone Receptor: HTS campaign. Thyrotropin receptor (Homo sapiens), P16473. TSHR-expressing cells, TSH-stimulated cAMP HTRF, 2 h; hits give low values. activity change, negative = inhibition, % at 11.5 µM. 0.2% of 330,000 active;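 active = activity change below a set negative limit, meaning inhibition stronger than a set level, cut at about -70% in these data; inconclusive = activity change between two set negative limits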; also: % is scaled to controls: 0 for no effect and ±100 for the full control effect
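Read-out is FRET at 665 nm (cryptate excitation 337 nm) from a cryptate-tagged anti-cAMP antibody, competed by cell cAMP against cAMP-d2. Compounds are tested on freshly harvested TSHR cells challenged with 4nM TSH (EC80) for 2 hours at 37 deg C.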
TCR activator: Activators of T cell receptors: qHTS campaign; primary human leukocytes, anti-CD3, IL-2 HTRF, 48 h; Potency, µM (series often up to 9.22 µM), without a hit: at the highest dose activation of IL-2 secretion, hits mostly activators; 330,000 tested, under 10 active; AID 504894, 2011; also: % of control where 0% means no effect
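Primary human leukocytes receive a-CD3 beads and test compound and are incubated 48 hr. Secreted IL-2 is then assayed by HTRF, measuring 665nm acceptor emission after 320nm excitation of the europium donor.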
A-T KAP1 phos: qHTS Assay for Identifying a Potential Treatment of Ataxia-Telangiectasia; […] A-T fibroblasts, KAP-1 phosphorylation AlphaLISA; neocarzinostatin DNA damage 30 min before lysis; Potency, µM (highest dose often 57.5 µM), inactives show at the top dose activation, hits mostly activators; 0.19% of 320,000 active; also: potency is read from the fitted curve at half-maximal effect; % of control where 0% means no effect; nearly all actives have a fitted effect of over 45% in size
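ATM-like activity read as KAP-1 phosphorylation via AlphaLISA donor/acceptor antibody pairs after lysis and 6 hr at 25C. Cells were ATM-null patient fibroblasts ([…], hTERT), dosed 60 min, then exposed to the DSB inducer NCS for 30 min.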
Mito fusion yeast: qHTS Assay for Small Molecule Inhibitors of Mitochondrial Division or Activators of Mitochondrial Fusion. 0.23% of 320,000 active. Potency, µM (highest dose often 46.1 µM), inactives show at the top dose growth rescue (activation), hits mostly activators. S. cerevisiae fusion-defective mutant growth rescue, CellTiterGlo 48 h;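 also: potency is read from the fitted curve at half-maximal effect; % of control where 0% means no effect; nearly all actives have a fitted effect of over 45% in size; temperature-sensitive fusion mutants such as fzo1-1 at 37 °C on non-fermentable ethanol glycerol medium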
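Luminescent cell viability in 1536-well qHTS format served as the measure of rescued growth in ts fusion-mutant S. cerevisiae cultured on non-fermentable YPEG for 48 hours at 37C.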
S-ASM inh: Inhibitors of Secretory Acid Sphingomyelinase (S-ASM): qHTS; Sphingomyelin phosphodiesterase (Homo sapiens), P17405; placental ASM, HMU-PC fluorogenic substrate, 60 min; Potency, µM (highest dose often 57.5 µM), for inactives: top-dose activity change, negative = inhibition, most hits filed as inhibitors; 0.006% of 340,000 active; AID 504937, 2011; also: potency is read from the fitted curve at half-maximal effect
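qHTS format. ASM enzyme prepared from human placenta hydrolyses the fluorogenic substrate HMU-PC0 (9 uM final) over 60 min at 37 °C after a 10 min compound preincubation.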
MBNL1-CUG inh: qHTS Assay for Inhibitors of MBNL1-poly(CUG) RNA binding; Muscleblind-like protein 1 (Homo sapiens), Q9NR56; TR-FRET MBNL1-His/biotin-(CUG)12 binding, 665/545 ratio; Potency, µM (titrated, usually from 57.5 µM), inactives show at the top dose activity change, negative = inhibition, hits mostly inhibitors; 0.036% of 280,000 active; active = well fitted inhibition curve with a large enough effect in the signal ratio, with a control signal flat, not every such curve was filed as active; inconclusive = small, poorly fitted or top-dose-only effect, or effect the other way, or a change in a side signal; inactive = no such curve, though single readings can be large or run the other way; the % refers to the signal ratio; also: potency is read from the fitted curve at half-maximal effect; % is scaled to controls: 0 for no effect and ±100 for the full control effect
Target sequence (Q9NR56 whole entry, looked up): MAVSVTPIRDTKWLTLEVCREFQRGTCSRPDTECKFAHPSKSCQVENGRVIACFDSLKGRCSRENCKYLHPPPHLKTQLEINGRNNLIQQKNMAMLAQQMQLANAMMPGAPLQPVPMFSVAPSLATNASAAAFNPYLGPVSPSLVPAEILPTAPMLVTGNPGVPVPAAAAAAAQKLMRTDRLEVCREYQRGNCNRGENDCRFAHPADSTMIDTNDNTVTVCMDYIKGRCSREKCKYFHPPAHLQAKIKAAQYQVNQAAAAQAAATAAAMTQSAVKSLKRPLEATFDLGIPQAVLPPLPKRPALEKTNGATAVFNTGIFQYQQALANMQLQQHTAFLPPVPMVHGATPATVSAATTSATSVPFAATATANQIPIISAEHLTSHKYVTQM
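Inhibition of protein-RNA binding appears as loss of TR-FRET between terbium anti-His antibody on MBNL1-His and streptavidin-XL665 on biotin-(CUG)12. Activity is normalized to buffer-only and uninhibited-complex controls.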
CXXC DNA block: qHTS Fluorescence Polarization Assay for Inhibitors of MLL CXXC domain - DNA interaction; MLL-CXXC / FITC-HOXA9 DNA fluorescence polarization; Potency, µM (top dose mostly 115 µM), for inactives: at the top dose activity change, negative = inhibition, actives largely listed as inhibitors; 0.037% of 290,000 active; AID 2662, 2010; active = well fitted inhibition curve with a large enough effect in the polarisation, with a control signal flat, not every such curve was filed as active; inconclusive = small, poorly fitted or top-dose-only effect, or effect the other way, or a change in a side signal; inactive = no such curve, though single readings can be large or run the other way; the % refers to the polarisation; also: potency is read from the fitted curve at half-maximal effect
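Steps: dispense CXXC domain solution (7 uM) → pin compounds or unlabeled HOX-A9 DNA control → 5 min ambient → add FLSN-HOX-A9 solution (50 nM) → spin → 30 min ambient → fluorescence polarization. Tris pH 7.5/NaCl/DTT/BSA buffer.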
TSG101-PTAP inh: qHTS Assay for Iinhibitors of HIV-1 Budding by Blocking the Interaction of PTAP/TSG101; Tumor susceptibility gene 101 protein (Homo sapiens), Q99816; Fluorescence polarization, FITC-PTAP peptide / Tsg101 binding; Potency, µM (top dose mostly 115 µM), for inactives: at the top dose activity change, negative = inhibition, hits mostly inhibitors; 340,000 tested, under 10 active; active = well fitted inhibition curve with a large enough effect in the main read-out, with a control signal flat, not every such curve was filed as active; inconclusive = small, poorly fitted or top-dose-only effect, or effect the other way, or a change in a side signal; inactive = no such curve, though single readings can be large or run the other way; also: potency is read from the fitted curve at half-maximal effect; % of control where 0% means no effect
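FP read-out: FITC-PTAP peptide, 50 nM final, binding Tsg101 binding domain, 10 uM final; 20 min, r.t.; 10 mM HEPES pH 7.5, 0.15 M NaCl, 0.01% Tween 20, 3 mM EDTA, 0.1 mM TCEP.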
Menin MLL FP TR: qHTS Assay for Inhibitors Targeting the Menin-MLL Interaction in MLL Related Leukemias: Competition With Texas Red Labeled MLL-derived Mutant Peptide | O00255 | Menin + Texas Red MLL mutant peptide, fluorescence polarization | Potency, µM (doses to about 61.6 µM), inactives show top-dose FP activity change, negative = inhibition, most hits filed as inhibitors | 0.23% of 270,000 active | AID 1768, 2009; active = well fitted inhibition curve with a large enough effect in the polarisation, with a control signal flat, not every such curve was filed as active; inconclusive = small, poorly fitted or top-dose-only effect, or effect the other way, or a change in a side signal; inactive = no such curve, though single readings can be large or run the other way; the % refers to the polarisation; also: potency is read from the fitted curve at half-maximal effect; % of control where 0% means no effect; many of its hits are not listed in these tables
Target sequence (O00255 whole entry, looked up): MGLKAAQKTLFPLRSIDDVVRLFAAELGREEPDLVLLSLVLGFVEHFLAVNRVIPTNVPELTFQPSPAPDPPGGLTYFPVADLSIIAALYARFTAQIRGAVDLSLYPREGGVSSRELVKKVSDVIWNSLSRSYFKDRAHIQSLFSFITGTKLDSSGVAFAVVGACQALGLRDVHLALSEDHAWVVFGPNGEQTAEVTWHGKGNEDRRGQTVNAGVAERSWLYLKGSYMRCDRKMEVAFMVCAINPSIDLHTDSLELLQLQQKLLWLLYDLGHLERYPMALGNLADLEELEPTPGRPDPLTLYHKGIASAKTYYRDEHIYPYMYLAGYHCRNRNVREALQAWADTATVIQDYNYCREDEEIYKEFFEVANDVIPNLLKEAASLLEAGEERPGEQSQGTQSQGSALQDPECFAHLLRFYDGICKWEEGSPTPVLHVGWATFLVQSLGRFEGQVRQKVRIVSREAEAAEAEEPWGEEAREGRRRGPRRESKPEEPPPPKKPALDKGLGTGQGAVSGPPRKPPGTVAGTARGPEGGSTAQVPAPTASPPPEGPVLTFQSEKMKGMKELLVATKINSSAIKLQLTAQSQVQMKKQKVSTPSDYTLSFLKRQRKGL
* marks the source's active call; other numbers are inactive results; ? = inconclusive; / = not tested or not shown; [ ] = dose if it differs, or a comment. Unless noted, calls follow the shape of the dose curve; as a rule, active = well fitted curve in the direction sought with a large enough effect; inconclusive = small, poorly fitted or top-dose-only effect, or another doubt; inactive = no such curve, though single readings can be large; an effect the other way counts as inactive or inconclusive. Only part of the results is shown; count on the stated rates, not on these rows.

entry	SMILES	Integrin act MD	TSHR antag	TCR activator	A-T KAP1 phos	Mito fusion yeast	S-ASM inh	MBNL1-CUG inh	CXXC DNA block	TSG101-PTAP inh	Menin MLL FP TR
1	O=C(CC(=O)c1ccccc1)Nc1ccc([N+](=O)[O-])cc1	-21%	/	-1%	/	/	-3%	/	/	0%	/
2	COc1ccc(OC)c(NC(=O)C(CC(=O)O)Cc2ccc(Cl)cc2)c1 (stereo not drawn)	-10%	0	-2%	-1%	-4%	4%	3%	-1%	-2%	2%
3	O=C(CCN1CCN(c2ccccc2)CC1)NNC(=O)Cc1c(F)cccc1Cl	22%	5	3%	-1%	-5%	0%	/	/	-1%	/
4	CN1CCN(NC(=S)NC(C)(C)CC(C)(C)C)CC1	?	2	3%	-2%	-1%	4%	-5%	13%	0%	-15%
5	O=C(NCCO)C(=O)NCC1OCCCN1S(=O)(=O)c1cccs1 (stereo not drawn)	15%	26	1%[46.1 µM]	-12%	0%	4%	/	10%	2%	-5%
6	COc1cc(C2NC(=O)NC(C)=C2C(=O)OC(C)(C)C)ccc1OCC(=O)O (stereo not drawn)	0%	/	-5%	/	-6%	7%	1%	-4%	-5%	11%
7	C[C@H](CO)N1C[C@H](C)[C@@H](CN(C)C(=O)Nc2ccc(C(F)(F)F)cc2)Oc2ccc(NC(=O)Nc3ccc(C(F)(F)F)cc3)cc2C1=O	-19%	-21	-1%	-2%	/	?	/	/	1%	/
8	CN(C)CCC(C(=O)c1ccccc1)c1ccncc1 (stereo not drawn)	8%	/	-228%	/	/	1%	/	/	1%	/
9	Cc1ccc(-c2cc(C(=O)N/N=C/c3ccco3)n[nH]2)s1	42%	-3	2%[46.1 µM]	4%	-5%	-1%	/	2%	-3%	19%
10	COc1ccc(-c2cn3cc(C)ccc3n2)cc1F	3%	9	3%	20%	5%	-1%	-6%	-3%	-2%	7%
11	COc1ccc(C(=O)COc2cccc(NC(=O)c3ccco3)c2)cc1	2%	-3	-2%[46.1 µM]	/	18%	-5%	4%	3%	5%	49%[activator]
12	C/C(N)=C(\C#N)C(=O)NCc1ccccn1	0%	1	5%	-2%	2%	-2%	-11%	7%	-2%	-12%
13	CN=C1SC(CC(=O)Nc2cccc(C(F)(F)F)c2)C(=O)N1C (stereo not drawn)	0%[7.66 µM]	12	2%	3%	-1%	0%	4%	-2%	-3%	18%
14	O=c1cc(-c2ccc(O)cc2)oc2cc(O)c(C3OC(CO)C(O)C(O)C3O)c(O)c12 (stereo not drawn)	29%	-1	3%	11%	1%	222%[activator]	?	-7%	-1%	?
15	COc1cc(C(c2nnnn2C2CCCC2)N2CCN(C)CC2)cc(OC)c1OC (stereo not drawn)	21%	4	4%	2%	0%	7%	4%	3%	-4%	7%
16	CCC(NC(=O)COc1cc2c(c3oc(=O)c(C)c(C)c13)CCC(C)(C)O2)C(=O)O (stereo not drawn)	12%	-5	1%	-11%	4%	129%[activator]	29%	3%	-5%	6%
17	COc1ccc(N2CC(C(=O)NCc3ccco3)CC2=O)cc1 (stereo not drawn)	-28%	2	-3%	1%	3%	0%	-7%	17%	-4%	3%
18	CCc1ccc(-c2nn(-c3ccccc3C)cc2C(=O)N2CCN(C3CCS(=O)(=O)C3)CC2)cc1 (stereo not drawn)	-10%	1	-5%	9%	-1%	6%	/	/	-2%	/
19	CCc1ccc(CNc2ccc(N3CCN(C(C)=O)CC3)cc2)cc1	-21%	-7	4%	-9%	-7%	-2%	9%	-1%	-2%	?
20	Cn1c(=O)[nH]c(=O)c2c1nc(SCC(=O)O)n2CCCc1ccccc1	5%	14	5%	40%	7%	8%	-14%	0%	-2%	-28%
21	CN(Cc1cccc2ccccc12)C(=O)c1cc(COc2c(F)cccc2F)on1	4%	-6	1%	6%	0%	-1%	15%	-3%	-1%	4%
22	COc1cc(SC)ccc1C(=O)NC1CCCCC1	-6%	10	-5%	18%	32µM*	-3%	8%	13%	-3%	-2%
23	CCOc1ccc(CCNC(=O)COC(=O)c2nccnc2N)cc1OCC	5%	1	3%	-1%	0%	66%[activator]	/	/	0%	/
24	O=C(OCc1c(-c2ccccc2)ncc2ccccc12)c1cccs1	4%	2	0%	16%	/	-7%	/	/	-9%	/
25	CC(=O)OCc1nc2sc(C)c(C)c2c(=O)[nH]1	-10%	16	-3%[46.1 µM]	-3%	-6%	-3%	4%	-6%	-8%	9%
26	CCOC(=O)C1=CC[C@@H](c2ccccc2Cl)N(S(=O)(=O)c2ccc(C)cc2)[C@H]1C(=O)OCC	-8%	-29	3%	4%	13%	-1%	/	/	/	/
27	CC(NS(=O)(=O)c1ccccc1)C(=O)NC1CCCC1 (stereo not drawn)	8%	11	-7%	-7%	0%	5%	-1%	11%	0%	/
28	O=C(N1CCOCC1)N1CCN(S(=O)(=O)N2CCOCC2)CC1	29%	6	3%	-6%	0%	4%	4%	-1%	-5%	5%
29	COc1ccc(F)cc1S(=O)(=O)NCc1ccccc1	22%	5	-20%[46.1 µM]	-14%	1%	2%	-1%	-4%	0%	18%
30	O=C(N/N=C/c1cccc(O)c1)c1cc(-c2ccc3c(c2)OCO3)n[nH]1	-8%	-7	1%[46.1 µM]	-5%	0%	-7%	-15%	19%	-5%	26%
31	COc1ccccc1NS(=O)(=O)c1cc([N+](=O)[O-])ccc1N/N=C/c1sc(N2CCOCC2)nc1-c1ccccc1	0%	-4	1%[46.1 µM]	-5%	-1%	-11%	13%	2%	16%	?
32	C=CCn1c(=O)c2ccccc2n2c(SCC(=O)N(C)C)nnc12	-21%	-6	13%	-5%	6%	-3%	-2%	-10%	-5%	-9%
33	CC1CCCC(NC(=O)COC(=O)Cc2c[nH]c3ccccc23)C1C (stereo not drawn)	2%	-8	-3%	9%	22%	-5%	-10%	1%	0%	-22%
34	O=c1[nH]c2cc3c(cc2cc1C(c1nnnn1Cc1ccccc1)N1CCCCCC1)OCCO3 (stereo not drawn)	2%	4	2%	4%	2%	27%	62%[activator]	-11%	-5%	-11%
35	Cc1cc(C)nc(NS(=O)(=O)c2ccc(NC(=O)CN3C(=O)c4ccccc4C3=O)cc2)n1	/	10	/	1%	-1%	/	4%	?	/	2%
36	CC(C)CCN1CCN(Cc2cccc(-n3cccn3)c2)CC1CCO (stereo not drawn)	-8%	3	7%	2%	-2%	2%	-21%	-4%	-4%	-24%
37	O=C(/C=C/c1cccc(F)c1)OCC(=O)N1CCCC1	-17%	-16	-1%[46.1 µM]	-7%	/	2%	/	/	2%	/
38	O=C(C1CC1)N1CCc2cc(S(=O)(=O)NCC3COc4ccccc4O3)ccc21 (stereo not drawn)	5%	-25	-2%	9%	0%	-12%	7%	-1%	-3%	23%
39	Cc1ccc(-c2cc(C(=O)O)c3cc(Br)ccc3n2)o1	18%	16	-3%[46.1 µM]	-6%	0%	275%[activator]	52%[activator]	6%	-5%	5%
40	CC1CCCCC1NC(=O)/C=C/c1nc2ccccc2s1 (stereo not drawn)	-46%[inhibitor]	-1	10%	2%	-7%	-2%	44%[activator]	?	3%	-7%
41	CCCCn1c(SCC(N)=O)nc2ccc(N3CCOCC3)cc2c1=O	-25%	-1	11%	18%	-3%	42%[activator]	6%	1%	-5%	/
42	CCc1nnc(NC(=O)CSc2nnc(Cc3cccn3C)n2C)s1	8%	-18	-2%	-2%	-1%	-1%	-17%	-1%	-2%	0%
43	C=CCSc1nc2sc3c(c2c(=O)[nH]1)CC(C)(C)OC3	-17%	/	13%	/	/	3%	/	/	-3%	/
